# Fam108B inh: counter-screen for RBBP9 inhibitors: inhibitors of mouse Fam108B; recombinant Fam108B, FP-Rh probe fluorescence polarization; inhibition, % at 9.51 µM; 300,000 tested, 0.33% active; AID 1947;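 active means inhibition above the screen mean inhibition plus 3 SD, computed separately per campaign, cut at about 18% in these data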;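 further: inhibitors lower polarization as less probe binds the enzyme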
# PAD4 FP inh: blocks human protein arginine deiminase 4. Q9UM07. inhibition, % at 6.36 µM. recombinant PAD4, RCA probe fluorescence polarization. AID 485272. 330,000 tested, 0.41% active;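 active means percent inhibition above a cutoff equal to the mean of all tested compounds plus 3 SD, cut at about 15% in these data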;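 further: 0% = PAD4 with RCA probe and DMSO and 100% = probe without PAD4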
# LYPLA1 counter: LYPLA1 (human) inhibition in PME1 counter-screen; O75608; recombinant LYPLA1, FP-Rh probe fluorescence polarization; inhibition, % at 5.9 µM; 320,000 tested, 0.16% active; AID 2174;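 active means inhibition above the mean of all tested compounds plus 3 SD, set per campaign, cut at about 14% in these data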;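 further: inhibitors block serine hydrolase probe labeling of LYPLA1 so polarization falls; 0% = enzyme with DMSO and 100% = wells lacking LYPLA1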
# Target sequence (O75608 whole entry, looked up): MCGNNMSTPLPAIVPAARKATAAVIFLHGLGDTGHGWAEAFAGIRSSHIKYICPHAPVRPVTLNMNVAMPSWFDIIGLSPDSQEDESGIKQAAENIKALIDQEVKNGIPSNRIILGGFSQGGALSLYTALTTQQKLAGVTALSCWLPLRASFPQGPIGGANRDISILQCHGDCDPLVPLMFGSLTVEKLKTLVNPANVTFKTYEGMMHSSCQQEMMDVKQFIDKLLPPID
# PAFAH1B3 FP inh: PAFAH1B3 (human) inhibition | inhibition, % at 3.39 µM | recombinant PAFAH1B3, FP-rhodamine probe, fluorescence polarization | 340,000 tested, 0.28% active | Q15102;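 active means inhibition above the screen-wide average of all tested compounds plus 3 SD, cut at about 25% in these data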;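 further: 0% = enzyme with DMSO only and 100% = wells lacking PAFAH1B3 protein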
# Target sequence (Q15102 whole entry, looked up): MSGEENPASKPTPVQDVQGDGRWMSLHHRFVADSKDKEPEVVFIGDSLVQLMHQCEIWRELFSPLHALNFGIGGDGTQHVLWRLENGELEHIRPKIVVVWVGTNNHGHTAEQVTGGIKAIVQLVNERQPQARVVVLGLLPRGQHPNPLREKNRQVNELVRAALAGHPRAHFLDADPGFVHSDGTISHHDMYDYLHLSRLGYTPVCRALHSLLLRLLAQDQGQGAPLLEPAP
# PME-1 inh: blocks human protein phosphatase methylesterase 1; Q9Y570; recombinant PME-1, FP-Rh probe fluorescence polarization; inhibition, % at 5.9 µM; 320,000 tested, 0.53% active; AID 2130;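 active means inhibition above the campaign mean of all compounds plus 3 SD, cut at about 26% in these data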;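 further: competitive labeling of PME-1 active site by serine hydrolase directed probe; 0% = PME-1 with DMSO and 100% = wells lacking PME-1 enzyme; inhibitors block probe labeling so polarization falls and inhibition rises; many of its hits are not listed in these tables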
# PAFAH2 FP inh: PAFAH2 (human) inhibition; Q99487; recombinant PAFAH2, FP-rhodamine activity probe, fluorescence polarization; inhibition, % at 3.39 µM; 340,000 tested, 0.99% active; AID 492956;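 active means inhibition above the mean over all tested compounds plus 3 SD, cut at about 30% in these data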;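 further: inhibitors block probe labeling of enzyme so polarization drops; 0% = enzyme with DMSO and 100% = wells lacking PAFAH2 protein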
# pPAFAH inh: inhibitors of human plasma PAF acetylhydrolase (pPAFAH); recombinant pPAFAH, FP-rhodamine probe fluorescence polarization; inhibition, % at 3.39 µM; 330,000 tested, 1.5% active; AID 463082;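 active means inhibition above the mean inhibition across the screen plus 3 SD, cut at about 25% in these data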;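 further: inhibitors block binding of the rhodamine activity-based probe so polarization drops; 0% = enzyme with DMSO and 100% = wells lacking pPAFAH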
# Target sequence (Q13093 whole entry, looked up): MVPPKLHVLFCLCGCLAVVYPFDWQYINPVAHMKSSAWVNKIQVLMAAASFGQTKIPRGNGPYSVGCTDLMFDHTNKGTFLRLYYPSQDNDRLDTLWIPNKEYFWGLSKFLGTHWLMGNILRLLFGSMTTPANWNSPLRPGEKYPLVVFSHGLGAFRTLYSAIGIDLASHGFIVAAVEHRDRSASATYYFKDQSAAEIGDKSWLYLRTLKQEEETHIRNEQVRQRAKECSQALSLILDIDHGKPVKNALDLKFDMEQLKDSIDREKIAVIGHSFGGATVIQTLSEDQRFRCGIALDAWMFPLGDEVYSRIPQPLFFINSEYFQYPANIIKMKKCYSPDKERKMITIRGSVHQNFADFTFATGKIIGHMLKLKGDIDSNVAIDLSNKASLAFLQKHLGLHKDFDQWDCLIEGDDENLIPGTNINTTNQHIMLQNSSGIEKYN
# GSTO1 counter: GSTO1 inhibition, counter-screen for RBBP9 inhibitors; recombinant GSTO1, activity-based probe fluorescence polarization; 300,000 tested, 1.1% active; inhibition, % at 5.96 µM; P78417; AID 1974;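 active means inhibition above the campaign mean inhibition plus 3 SD, cut at about 35% in these data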;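 further: 0% = GSTO1-1 with DMSO and 100% = wells lacking GSTO1-1 enzyme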
# PAFAH1B2 FP inh: inhibitors of human PAFAH1B2 | P68402 | recombinant PAFAH1B2, FP-rhodamine activity probe, fluorescence polarization | inhibition, % at 3.39 µM | 340,000 tested, 1.2% active;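 active means inhibition above the mean of all tested compounds plus 3 SD, cut at about 24% in these data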;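 further: 0% = enzyme with DMSO and 100% = wells lacking PAFAH1B2; many of its hits are not listed in these tables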
# * marks the source's active call; other numbers are inactive results; · = no result given.
mol,Fam108B inh,PAFAH1B3 FP inh,LYPLA1 counter,pPAFAH inh,PAFAH2 FP inh,PAD4 FP inh,GSTO1 counter,PAFAH1B2 FP inh,PME-1 inh
CCCCNC(=O)Nc1cc(C)on1,0,8,4,-5,4,-6,-6,2,9
O=C(/C=C/c1ccc[nH]1)c1ccc(F)cc1,-1,9,-4,8,2,-9,-2,-1,-4
CCCCC(CCC(=O)NNC(=O)Cc1ccccc1)C(=O)O (centres undefined),1,-8,-2,5,-10,2,1,-1,-2
CCOC(=O)C1CCN(S(=O)(=O)c2ccc(Br)c(OCC)c2)CC1,-3,1,-1,3,3,-2,-13,3,3
COC(=O)c1ccccc1S(=O)(=O)N1CCC(C(=O)NC2CCCCC2C)CC1 (centres undefined),·,-2,1,5,6,2,·,2,-3
COc1ccc(NC(=O)CS(=O)CC(=O)NC2CCCc3ccccc32)cc1 (centres undefined),3,3,1,-2,-6,-1,-5,-3,2
COc1ccc(C(CNC(=O)COc2ccccc2)N2CCOCC2)cc1 (centres undefined),2,4,2,3,1,-3,3,2,1
O=C(CCCN1C(=O)/C(=C\c2cccs2)SC1=S)Nc1ccc(O)cc1C(=O)O,4,5,3,25*,13,-1,11,44*,3
Cc1cc(C)cc(Oc2ccccc2C=O)c1,4,9,0,5,7,2,1,2,-2
COc1cccc(NC(=O)c2cc(-c3ccccn3)nc3ccccc23)c1,·,0,-6,-3,-2,-1,·,7,-2
CC1O[C@@H](O[C@H](C)CC[C@@H](C)O)C(O)C[C@H]1O (some centres undefined),2,7,-5,2,5,-1,4,-1,-1
C=CCOC(=O)CCP(=O)(CCC(=O)OCC=C)c1ccccc1,-2,2,-1,2,-2,0,-6,2,-1
Cc1ccc2[nH]c(-c3ccccc3)cc(=O)c2c1,9,12,-1,-4,8,8,-7,4,1
Cc1nc(N2CCOCC2)[nH]c(=O)c1CCC(C)C,5,0,-4,-8,-7,-3,-5,3,-3
COc1cccc(OCc2cc(C(=O)N3CCC(C(O)C(C)C)CC3)no2)c1 (centres undefined),-2,6,2,-5,4,0,5,-2,1
Cc1ccc(NC2CCCN(C(=O)c3ccccc3-c3ncc[nH]3)C2)cc1C (centres undefined),-1,0,1,7,1,1,-7,-1,-4
COc1ccc(CN2C(=O)C(CC(C)C)Nc3ncnc(N4CCCCC4)c32)cc1 (centres undefined),3,5,2,-2,6,5,3,7,6
CC1(C)CC(=O)C2=C(C1)OC(N)=C(C#N)C21CCN(Cc2ccccc2)CC1,-4,-7,-1,5,17,-6,-7,1,-11
COc1ccc(OC)c(NC(=O)c2cccc(Cn3cc(Br)c([N+](=O)[O-])n3)c2)c1,1,4,-7,3,0,-4,-4,4,6
O=C(O)CCC(=O)Nc1ccc(C(=O)OCC(=O)c2ccc(Cl)cc2)cc1,-3,7,-3,3,42*,0,-6,4,-1
Cc1ccc(-c2cc(C(=O)Nc3ccccn3)c3ccccc3n2)o1,-1,11,-5,16,3,-3,9,3,7
COc1ccc(CCNCC(O)COc2ccc(OC)cc2C(C)(C)C)cc1 (centres undefined),-3,4,-2,-7,-3,-8,6,4,-4
COc1ccccc1OCCCN1C(=O)C(=O)c2cccc(C)c21,-2,7,0,9,-4,4,2,0,0
[O-]c1n[n+](-c2ccc(Cl)cc2)cc2ccccc12,3,6,-4,5,4,-1,4,2,-1
O=C(NC(=S)NCCOCc1ccc(Cl)cc1)c1cccnc1,-3,7,3,9,-3,3,-3,3,5
CCNC(=O)CC1C(=O)N(c2ccc(F)cc2)C(=O)N1CCC(C)C (centres undefined),-9,8,-3,5,-9,-5,7,5,0
COc1ccc(CCNC(=O)c2cnc(C)cn2)cc1,-6,-2,-1,2,0,-6,-2,-1,-4
CCCn1nnc(NC(=O)/C=C/c2ccc(C(C)C)cc2)n1,3,0,-1,-2,-8,0,-6,5,-3
COC(=O)c1ccc(CNC(=O)c2c3c(nc4ccccc24)CCN(Cc2ccccc2)C3)cc1,-3,6,-1,3,-5,-3,3,-1,-1
COc1ccc(S(=O)(=O)N2CCCC2CNC(=O)C(=O)NCc2ccc3c(c2)OCO3)cc1 (centres undefined),2,-1,-1,2,2,1,1,3,3
CC(C)(C)n1nnnc1C(c1ccccc1F)N(Cc1ccco1)CC1CCCO1 (centres undefined),-1,-7,0,4,-4,1,2,-6,3
CCOc1cc(Br)c(Br)c(C=Nc2ccc(NC(C)=O)cc2)c1O,-4,2,1,10,-5,7,4,-6,-2
COc1ccc(N(CC(=O)NCCSCc2ccc(C)cc2)S(=O)(=O)c2ccccc2)cc1,-2,9,-3,11,-2,-2,4,10,1
COc1cc(CN2CCC(CCC(=O)NC3CC3)CC2)cc(Cl)c1OC,-4,-3,-2,0,-3,-8,2,0,5
COc1ccc(OC)c2sc(NC(=O)c3ccc(Br)s3)nc12,6,5,1,9,-3,4,-17,1,4
COC(=O)[C@]1(Cc2ccccc2)N[C@H](CN(C)S(=O)(=O)c2ccc(C(F)(F)F)cc2)[C@@H]2C(=O)N(Cc3ccccc3)C(=O)[C@@H]21,·,-3,·,19,-1,-2,·,1,·
COc1ccc(-n2c(SCCC#N)nnc2-c2cc(Cl)ccc2OC)cc1Cl,-1,-1,0,-3,-5,3,-2,-3,2
CCNc1c(NS(=O)(=O)c2ccc(OC)cc2)c(=O)oc2ccccc12,-4,-2,1,2,3,0,-1,5,-2
O=C(CN1C(=O)COc2ccc(S(=O)(=O)N3CCCCC3)cc21)NCc1ccccc1Cl,2,3,1,1,2,-2,4,5,4
Cc1ccnc(NS(=O)(=O)c2ccc(N3C(=O)C4CCCCC4C3=O)cc2)n1 (centres undefined),-2,0,-2,0,0,1,-4,1,-2
CCOc1ccc(NC(=O)CN(C)Cc2cc(=O)n3c(-c4ccccc4)csc3n2)cc1OCC,5,0,2,18,-1,-9,5,11,-2
COc1ccc(N(C(C)C(=O)N/N=C/c2cc(Br)c(C)o2)S(C)(=O)=O)cc1 (centres undefined),4,-1,-5,3,0,-6,1,4,-5
COc1cccc(N=Nc2c(=O)[nH]n3c(C)cc(C)nc23)c1,13,4,-1,4,0,-9,38*,5,-2
Cc1[nH]n(-c2cccc(Cl)c2)c(=O)c1-c1ccc(Cl)cc1,2,0,0,9,2,-4,-6,10,1
COc1ccc(S(=O)(=O)N2CC(=O)Nc3ccccc32)cc1,2,14,1,-2,-6,4,4,9,4
C/C(=C\C(=O)c1ccc(C)cc1)Nc1cccc(O)c1,1,0,1,-9,-8,-9,13,-1,-5
O=C(CCN1C(=O)CSc2ccccc21)Nc1cccc(C(F)(F)F)c1,·,-1,-1,5,0,-2,·,-3,2
COc1ccc(C(=O)Nc2ccc(C)cn2)c(OC)c1,-2,3,-5,5,-2,-4,5,2,-3
CCN(CC)CCNC(=O)CS(=O)Cc1nc(-c2ccc(Cl)cc2)oc1C (centres undefined),0,-2,-2,-1,-6,-1,-4,4,-3
O=C(NCCN1CCOCC1)c1ccc(F)cc1,0,4,0,7,3,0,0,0,-7
Cc1ccc(NC(=O)CN2CCOCC2)cc1Cl,-1,-2,-3,3,7,0,-3,5,1
CCc1nc(C)cc2c1sc1ccccc12,1,·,-2,2,·,-2,5,·,-1
CCNc1nc(NCC)nc(N2CC(=O)N(CC(=O)OCC)C2=N)n1,0,0,-2,-2,-11,-5,-2,6,1
O=C1c2cc(Br)ccc2OC2C=CC=CC12 (centres undefined),·,5,·,2,-3,-1,·,1,·
COc1ccc(NC(=O)CSc2nc3[nH]ncc3c(=O)[nH]2)c(OC)c1,2,-1,6,0,3,-1,6,2,2
Cc1nonc1OCCNCCNc1ccc([N+](=O)[O-])cc1Cl,-5,7,-3,-11,0,-15,11,4,-6
O=C(NC1CCCCC1)C(c1ccccc1)N(Cc1cccnc1)C(=O)c1csnn1 (centres undefined),-2,1,4,4,0,4,-3,9,0
CC(C)NC(=O)c1cc(-c2cccs2)nc2ccccc12,1,-1,-1,-2,2,0,-1,2,1
Cn1cc(-c2cccc(C(F)(F)F)c2)cc(C#N)c1=O,1,10,-4,9,-6,-4,0,2,3
O=P(/C(=N/O)Sc1ccccc1)(N1CCOCC1)N1CCOCC1,1,9,-1,0,-4,-2,0,5,5

# Other results.
mol,Fam108B inh,PAFAH1B3 FP inh,LYPLA1 counter,pPAFAH inh,PAFAH2 FP inh,PAD4 FP inh,GSTO1 counter,PAFAH1B2 FP inh,PME-1 inh
COc1ccc(C2C(Oc3ccccc3)C(=O)N2c2ccc(C)c(C)c2)cc1OC (centres undefined),-6,7,0,-1,2,-2,-1,3,-8
O=C(NS(=O)(=O)c1ccccc1)c1ccccc1F,-4,4,5,3,1,2,-7,8,2
O=C1CCC(=O)N1c1ccccc1,-2,6,-3,-1,1,0,0,2,-1
Cc1ccc(S(=O)(=O)NC(=O)NCCCN2CCOCC2)cc1,1,4,1,-1,5,1,2,3,-2
O=C(O)CNc1ncccc1[N+](=O)[O-],10,-3,0,-1,0,5,7,-1,-4
CCC(=O)c1ccc(OCC(=O)N(Cc2nnc(-c3ccccc3Cl)o2)C2CC2)cc1,-2,0,-2,0,2,-1,-11,4,1
O=C(O)c1ccc(Cl)c(S(=O)(=O)NCc2cccnc2)c1,-3,3,5,9,-10,0,-6,5,5
C#CCOCCOCCOCCNc1nc(N2CCN(C(=O)CCCCCCCCCCNC(=O)[C@@H](CCC(=O)O)n3cc(CCCCCN)nn3)CC2)nc(N2CCN(C(=O)CCCCCCCCCCNC(=O)[C@@H](CCC(=O)O)n3cc(CCCCCN)nn3)CC2)n1,-2,8,-5,7,2,4,0,-1,1
Cc1cccc(-n2ncc3c2CCCC3NC(=O)CC(F)(F)F)c1C (centres undefined),1,0,-2,-5,0,-3,7,0,-5
COc1ccc(-c2coc3cc(O)c(OC)cc3c2=O)cc1,·,-8,2,4,5,-1,·,0,2
CC1(C)Cc2c(C#N)c(NCCc3ccccc3)nc(-c3ccco3)c2CO1,0,-9,2,16,-4,-1,2,3,-5
CC(C)[C@@H](C(=O)N1CCN(C(=O)OC(C)(C)C)CC1)n1cc(CCO)nn1,4,0,0,0,8,-5,0,4,1
CC1=CC(C)(C)NC(=S)N1c1cccc2cc(S(=O)(=O)O)ccc12,13,29*,-1,23,12,12,25,11,-9
NS(=O)(=O)c1cccc(NC(=O)Cn2cc(C(F)(F)F)cc(Cl)c2=O)c1,-3,1,0,-2,3,0,10,5,3
CS(=O)(=O)N(CC(=O)Nc1ccccc1C(=O)N1CCOCC1)c1ccc(F)c(Cl)c1,3,1,0,-3,-9,-5,5,0,-6
CCOC(=O)C1CCN(CCC(=O)Nc2ccc(F)cc2)CC1,4,4,2,1,0,-4,-1,4,-2
CSCCCNC(=O)c1ccc(OC2CCN(CCc3ccccc3)CC2)cc1,3,4,4,4,2,-3,-4,3,1
Cc1ccc(-c2ccc(CCC(=O)O)n2CC2CCCO2)cc1 (centres undefined),-5,9,-4,10,1,-2,5,6,-1
Cc1ccc(CCC(=O)Nc2ccc([N+](=O)[O-])cc2Cl)o1,0,1,-1,1,-1,-6,3,5,1

# The list is partial; rates above refer to the full screens.
